Screening data (PubChem)
JNK3 blocker: JNK3 kinase activity inhibitors, primary screen, biochemical, human, purified enzyme; Mitogen-activated protein kinase 10 (Homo sapiens), P53779; HTS; inhibition, % at 8 µM; hit rate 0.61% among 60,000; in the data active = inhibition above about 17%;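 note: 0% = DMSO and 100% = reference inhibitor; many of its hits are not listed in these tables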
Target sequence (P53779 whole entry, looked up): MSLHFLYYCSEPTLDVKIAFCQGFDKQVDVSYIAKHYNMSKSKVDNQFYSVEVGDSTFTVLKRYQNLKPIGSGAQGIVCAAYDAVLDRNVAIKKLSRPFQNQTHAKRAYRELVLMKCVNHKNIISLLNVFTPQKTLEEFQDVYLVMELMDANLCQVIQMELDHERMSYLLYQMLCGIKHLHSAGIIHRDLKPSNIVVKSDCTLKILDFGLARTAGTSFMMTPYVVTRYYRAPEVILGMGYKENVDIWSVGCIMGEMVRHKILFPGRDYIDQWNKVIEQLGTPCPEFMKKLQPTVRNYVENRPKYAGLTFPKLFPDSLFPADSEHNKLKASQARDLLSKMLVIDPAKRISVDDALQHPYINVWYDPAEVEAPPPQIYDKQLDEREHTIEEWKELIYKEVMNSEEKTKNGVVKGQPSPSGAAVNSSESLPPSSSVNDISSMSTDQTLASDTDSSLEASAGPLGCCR
tolC growth inh: growth inhibitors of E. coli tolC mutant, primary screen, strain BW25113 ΔtolC::kan, 384-well. OD615. growth inhibition, % at 10 µM (by protocol). hit rate 2.2% among 65,000. AID 573, 2007;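 active = growth inhibition at or above a cutoff equal to the mean over every tested compound plus 3 SD, cut at about 60% in these data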;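 note: growth measured after 20 h incubation at 37 °C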
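Test system: tolC-deleted E. coli BW25113; medium: LB with kanamycin 50 µg/mL; compound: single-point testing at 10 µM; incubation: 20 h compound exposure of bacteria at 37 °C; signal: OD at 615 nm; evaluation: growth inhibition in percent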
NADH coupling: inhibitors of PK/LDH coupling enzymes, profiling panel, artefact control, biochemical, MLSMR library. coupled PK/LDH NADH assays, four targets. IC50, µM (highest dose often 10 µM), for inactives: at the top dose inhibition. hit rate 0.02% among 65,000. AID 774, 2007;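 active = single-dose screening hits from any of four coupled enzyme assays that gave an IC50 when retested across doses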;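 note: the DPM-DC format reads NADH fluorescence rather than 340 nm absorbance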
PKA kinase inh: inhibitors of human PKA kinase activity, primary screen, biochemical, ATP-depletion luminescence, Kemptide substrate | cAMP-dependent protein kinase catalytic subunit alpha (Homo sapiens), P17612 | PKA Kemptide phosphorylation, Kinase-Glo ATP luminescence | inhibition, % at 6 µM | AID 524, 2006 | hit rate 0.1% among 65,000;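 active = inhibition above the screen-wide mean inhibition plus 3 SD, cut at about 21% in these data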; note: many of its hits are not listed in these tables
MMP13 inh: human MMP13 inhibitors, primary screen, biochemical, FRET peptide cleavage. hit rate 0.07% among 65,000. inhibition, % at 4 µM. MMP-13 fTHP FRET cleavage, Mca fluorescence;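 active = inhibition above the mean of compound-free control plate wells plus 3 SD, cut at about 14% in these data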;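 note: 0% = DMSO wells and 100% = wells with reference MMP-13 inhibitor after basal subtraction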
A340 absorber: compound light absorbance at 340 nm, profiling panel, artefact control, biochemical, MLSMR library, data from PS, PMK, MK assays | fold change at 10 µM | compound absorbance at 340 nm, fold over control | 65,000 tested, under 10 active;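 active = at 10 µM dose, initial 340 nm absorbance at least 2 fold that of control wells; inactive = change under 2 fold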;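 note: initial absorbance extrapolated from kinetic A340 decline of NADH oxidation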
ROCK2 blocker: inhibitors of human ROCK2 kinase, primary screen, biochemical, high-throughput, luminescence; Rho-associated protein kinase 2 (Homo sapiens), O75116; purified ROCK2, Kinase-Glo ATP depletion luminescence; inhibition, % at 6 µM; hit rate 0.35% among 60,000;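 active = inhibition above the screen-wide mean inhibition plus 3 SD, cut at about 18% in these data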;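 note: plate controls were DMSO wells for no effect and Y-27632 control wells after no-enzyme background subtraction for full effect; many of its hits are not listed in these tables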
Autofluor 339: intrinsic fluorescence of library compounds, ex339/em460 – biochemical, MLSMR library, data from DPM-DC assay, artefact control, profiling panel; compound autofluorescence, ex339/em460 nm, NADH buffer; hits give high values; 1 = no-compound wells, NADH background; fluorescence fold increase at 10 µM; hit rate 5.5% among 65,000; AID 709, 2007;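 active = at 10 µM, mean starting fluorescence two-fold or more over control wells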;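 note: signal is the first read of a kinetic run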
HEK293 NFkB inh: inhibitors of PMA/ionomycin-induced NF-kB reporter, primary screen, antigen receptor NF-kB inhibitor project, cell-based, HEK-293 luciferase reporter, luminescence; HEK-293 NF-kB luciferase reporter; inhibition, % at 3 µM; hit rate 0.21% among 62,000;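 active = inhibition above the mean of all tested compounds plus 3 SD, cut at about 40% in these data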;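 note: 0% = stimulated DMSO wells and 100% = 10 µM reference inhibitor 5653914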
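Timing: 1 h pretreatment, 16 h stimulation, 37 °C; system: HEK-293 cells with stable firefly luciferase reporter driven by four HIV NF-kB elements; doses: 3 µM once, 0.30% DMSO; measured by: luciferase luminescence; control set: DMSO and 10 µM reference inhibitor; repeats: single test; reagent: PMA plus ionomycin mix as NF-kB-activating stimulus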
An asterisk follows results filed as active; . = no result given; [ ] = dose if it differs, or a comment. A portion of the library (hit frequency here may not be typical).

SMILES	JNK3 blocker	tolC growth inh	NADH coupling	PKA kinase inh	MMP13 inh	A340 absorber	ROCK2 blocker	Autofluor 339	HEK293 NFkB inh
CCOc1ccc(N(CC)S(=O)(=O)c2ccc3c(c2)oc(=O)n3C)cc1	2	42	5%	11	-1	0.96	5	1.1	15
COc1ccc(N2CCN(c3oc(-c4ccco4)nc3C#N)CC2)cc1	-6	34	10%	12	0	1	7	1.1	27
COc1ccc(N2C(=O)CCC(C(=O)N3CCCCC3)C2c2ccc(OC)c(OC)c2)cc1 (stereo unspecified)	.	5	4%	7	2	0.99	.	1	5
COc1cccc(N2CCN(C3CC(=O)N(c4ccc(Cl)cc4)C3=O)CC2)c1 (stereo unspecified)	4	11	9%	8	4	1.1	6	1.1	3
COc1ccc(/C(O)=C2/C(=O)C(=O)N(CCN3CCOCC3)C2c2ccccn2)cc1 (stereo unspecified)	-12	11	2%	-2	-2	1.1	4	1	.
O=C(OCc1nnc(-c2ccccc2)o1)c1ccc2c(c1)OCCO2	8	29	5%	9	-2	0.99	2	1.1	16
Cc1cccc(-c2nc(CS(=O)CC(=O)NC3CCCC3)c(C)o2)c1 (stereo unspecified)	2	-4	3%	-6	-7	1.1	-1	1.1	7
Cc1cc(NCCCCO)n2c(nc3ccccc32)c1C#N	-2	-13	10%[fluoresces]	7	-273[fluorescence artefact?]	1.1	2	3.6*	23
Cc1ccc(S(=O)(=O)N(Cc2cc3cc4c(cc3[nH]c2=O)OCCO4)CC2CCCO2)cc1 (stereo unspecified)	-3	-14	4%[fluoresces]	8	-10	1.1	5	3.5*	4
COc1ccc(C2C(C(=O)Nc3ccccc3OC)=C(C)Nc3nnnn32)c(OC)c1 (stereo unspecified)	0	1	5%	-1	-1	0.98	4	1.1	-5
CCCNC(=O)c1c[nH]c2ccc(S(=O)(=O)N(C)c3ccc(OCC)cc3)cc2c1=O	-2	37	7%	-3	-4	1.1	-2	1.2	21
O=c1c2ccccc2nnn1CSc1ccc2c(c1)OCCO2	4	13	10%	6	-1	1	3	0.99	-25
CC1Cc2ccccc2N1C(=O)CCS(=O)(=O)c1cccs1 (stereo unspecified)	.	7	7%	-2	8	1	.	1.1	15
COC(=O)c1sccc1NC(=O)Cn1cnc2c1c(=O)n(C)c(=O)n2C	7	-7	6%	9	2	1	6	1.1	14
NS(=O)(=O)c1ccc(CCNC(=O)c2cccnc2)cc1	-1	-19	2%	2	-1	0.99	4	1	10
COc1ccc(-c2nnc3ccc(SCC(=O)NCc4ccco4)nn23)cc1OC	4	-6	3%	-4	-1	1	-1	1.1	17
Cc1ccc(CN(C(=O)c2c(F)cccc2F)C2CC(C)(C)NC(C)(C)C2)o1	-3	-25	3%	2	2	0.97	-3	1.1	9
Cc1nc(NCc2ccco2)c(C#N)c2c1COC(C)(C)C2	31*	17	7%	11	-22	1.1	4	2.7*	26
CS(=O)(=O)c1cccc(C(=O)NCc2ccccc2)c1	4	-18	2%	6	4	1	-3	1.1	-6
Cc1csc(N2CCc3ccccc32)n1	4	-1	8%	7	2	1	9	1.1	7
CCOC(=O)N1CCN(S(=O)(=O)c2ccc(C(=O)Nc3nc4ccccc4s3)cc2)CC1	0	5	11%[fluoresces]	12	-1	1.1	7	4.5*	1
O=C(NCCOc1nc(N2CCCCC2)nc(N2CCOCC2)n1)Nc1ccccc1	-3	-1	8%	-4	3	0.99	-1	1.1	20
O=C(Nc1nnc(-c2ccc(Cl)s2)o1)C1CCCCC1	5	14	13%	9	-4	1.1	6	1.8	17
CCOC(=O)C1CCN(C(=O)CSC2=NCCS2)CC1	-4	-11	6%	0	4	0.98	0	1.1	20
COc1ccc(S(=O)(=O)N2CCCC2C(=O)Nc2ccc(C(C)=O)cc2)cc1 (stereo unspecified)	-5	-2	2%	8	-2	1	6	1	12

Carrying on.
SMILES	JNK3 blocker	tolC growth inh	NADH coupling	PKA kinase inh	MMP13 inh	A340 absorber	ROCK2 blocker	Autofluor 339	HEK293 NFkB inh
CCOC(=O)CSc1nc2c(c(=O)n1-c1ccc(OC)cc1)SCC2	-7	-15	3%	-2	1	1.1	3	1	5
Cn1c(=O)cc(SCC(=O)N2CCCC2)c2ccc(Cl)cc21	-9	3	3%	5	2	1.1	2	1.3	28
c1ccc2c(c1)Cn1nc(Cc3nc4c(s3)CCCC4)nc1-2	2	16	10%	6	-7	1	5	0.92	-7
OC1(c2ccccc2)C/C(=N\n2cnnc2)C=C1c1ccccc1 (stereo unspecified)	2	-5	3%	2	-10	1.1	0	1.2	3
Cc1csc(=Nc2ccc(S(=O)(=O)N3CCOCC3)cc2)n1Cc1ccco1	3	9	4%	2	4	1.1	6	1.1	13
CC(CCc1ccccc1)NC(=O)CSc1nc(N)cc(N)n1 (stereo unspecified)	8	-9	2%	7	-11	0.99	3	1	7
CCOC(=O)N1CCN(C(=O)c2ccccc2-c2ccccc2)CC1	8	-7	3%	12	-3	1	6	1.1	32
CCOc1cc(CN2CCN(C(=O)CC(C)C)CC2)ccc1OC	-5	-11	8%	8	-5	0.99	4	1.1	12
CCOC(=O)c1ccc(N2C(=O)c3n[nH]c(C)c3C2c2ccc(OC)cc2)cc1 (stereo unspecified)	-8	13	2%	7	3	1	0	1.1	23
COC(=O)c1cc(-c2ccc(OC)c(OC)c2)on1	-3	-20	7%	8	-4	1	3	1.1	4
Cc1ccc(-c2noc(C3CCN(S(C)(=O)=O)CC3)n2)o1	-8	5	3%	-6	-2	1	-1	1.3	2
CC1Cn2c(CCc3ccccc3)nnc2S1 (stereo unspecified)	-2	7	4%	5	1	1	-4	1.1	8
COc1ccc(N2CCN(C(=O)c3cn(C4CCCC4)c(=O)c4c3c3ccccc3n4C)CC2)cc1	.	6	7%	13	1	1	.	1.3	20
COc1ccc(CN(C(=O)c2ccccc2OC)C2CCS(=O)(=O)C2)cc1 (stereo unspecified)	0	-17	2%	-9	5	1	-6	1	7
CCOC(=O)Cn1c(N)c(C(=O)OC)sc1=S	.	4	3%	6	8	1.2	.	1.1	17
COc1cccc(NC(=O)CSc2nncn2N)c1	-1	-13	6%	2	-1	1	3	1.1	7
O=C(CSc1nnc(Cc2cccs2)n1-c1ccccc1)NC1CCCCC1	-1	16	8%	13	3	1.1	6	1.1	11
COc1cc(C2NC(=O)NC(C)=C2C(=O)Nc2cccc(C)c2C)cc(OC)c1OC (stereo unspecified)	2	6	2%	6	-4	1	11	1.1	.
Cc1ccc(-c2ccc(=O)n(CCC(=O)NCc3ccccn3)n2)cc1	-6	-16	3%	-6	-4	0.99	-4	1.2	19
CCN1C(=O)C(O)(CC(=O)c2ccc3c(c2)OCCO3)c2ccccc21 (stereo unspecified)	2	-2	7%	13	0	1	4	1.1	-5
COc1cccc(CC(=O)Nc2nccs2)c1	15	-3	4%	3	-3	0.99	2	1.1	11
O=C(c1ccc2c3c(cccc13)CC2)N1CCOCC1	-5	-8	4%	6	2	1	5	1.1	6
O=C(NCc1ccc(Cl)cc1)C1C2C=CC3(CN(Cc4cccnc4)C(=O)C13)O2 (stereo unspecified)	.	-5	6%	-1	-1	1	.	1	17
CCCCOP(=O)(c1ccc(N(C)C)cc1)C(O)c1ccncc1 (stereo unspecified)	-7	-10	3%	-3	2	1	-2	1.1	13
COc1cccc(NC(=O)CNC(C)CCC(C)C)c1 (stereo unspecified)	10	10	5%	10	-2	0.96	1	1.1	-4

Continued (5 carried over from the part before).
SMILES	JNK3 blocker	tolC growth inh	NADH coupling	PKA kinase inh	MMP13 inh	A340 absorber	ROCK2 blocker	Autofluor 339	HEK293 NFkB inh
COc1cccc(CC(=O)Nc2nccs2)c1	15	-3	4%	3	-3	0.99	2	1.1	11
O=C(c1ccc2c3c(cccc13)CC2)N1CCOCC1	-5	-8	4%	6	2	1	5	1.1	6
O=C(NCc1ccc(Cl)cc1)C1C2C=CC3(CN(Cc4cccnc4)C(=O)C13)O2 (stereo unspecified)	.	-5	6%	-1	-1	1	.	1	17
CCCCOP(=O)(c1ccc(N(C)C)cc1)C(O)c1ccncc1 (stereo unspecified)	-7	-10	3%	-3	2	1	-2	1.1	13
COc1cccc(NC(=O)CNC(C)CCC(C)C)c1 (stereo unspecified)	10	10	5%	10	-2	0.96	1	1.1	-4
COC(=O)c1ccc2c(=O)n(CC3CCCO3)c(=S)[nH]c2c1 (stereo unspecified)	3	13	2%	13	4	1	5	1.1	12
Cn1c(=O)c2c(-c3ccc(C(C)(C)C)cc3)n(N3CCOCC3)cc2n(C)c1=O	-5	-22	6%	7	-5	1	7	1.4	14
O=C(c1ccccc1)N1CCN(C(=O)N2CCOCC2)CC1	.	-2	1%	.	.	0.99	.	1.1	.
O=C(O)COc1cccc2nsnc12	-1	-4	11%	6	-1	1	-1	1.5	7
CCCCOC(=O)Nc1nnc(COc2ccccc2)s1	-3	9	0%	4	-2	1.1	8	1.1	1
Cc1cccc(N2CCN(C(=O)c3ccc(N4CCCC4=O)cc3)CC2)c1C	4	15	5%	6	-10	1	6	1.1	13
COC(=O)C(CCSC)NC(=O)Cn1ncc2c(=O)oc3ccc(C)cc3c21 (stereo unspecified)	1	-8	3%	-7	-4	1	-2	1.1	13
O=C(Nc1ccc2c(c1)OCO2)c1ccc(COc2ccc3c(c2)CCC3)o1	3	72*	4%	6	1	1	-1	1.2	-41
CCNC(=O)NC(=O)CSc1cccc(C(F)(F)F)c1	-6	-8	9%	8	2	0.97	1	1.1	12
CCn1c(=O)c2cc(C(=O)NCc3cccs3)sc2c2ccccc21	2	0	4%	2	-20	1.1	5	1.8	6
CCCCC(=O)Nc1ccc(C(N)=O)cc1	-1	-16	17%	-2	5	0.99	12	1.1	15
O=C(O)COc1ccc2nsnc2c1Cl	-29	4	10%[fluoresces]	2	-28	1	-6	3.7*	13
Cc1cnc(NC(=O)CSc2nnc(-c3ccccc3)n2Cc2ccccc2)s1	-7	1	2%	0	-1	1	0	1	19
CCOc1ccccc1C1CC(c2ccc(Br)cc2)Nc2nc(N)nn21 (stereo unspecified)	5	28	3%	2	4	0.98	-1	1.2	-1
COc1cc(OC)cc(C(=O)N2CCN(C(=O)c3ccc(OC)c(OC)c3)CC2)c1	4	-7	1%	6	3	1	1	1.1	2
O=C(O)c1cccc(S(=O)(=O)NCc2cccs2)c1	1	-5	5%	12	-2	1	4	1	1
CCOC(=O)C1CCCN(S(=O)(=O)Cc2ccccc2)C1 (stereo unspecified)	1	2	4%	6	3	1	3	1.2	5
CCCOc1ccc(C2C(C(=O)c3ccco3)=C(O)C(=O)N2CCCn2ccnc2)cc1 (stereo unspecified)	7	-6	5%	1	-4	1.1	0	1	2
CC(=O)c1cccc(NS(=O)(=O)N(C)C)c1	-4	-7	5%	8	-5	1.1	8	1.1	8
Cc1ccc(-c2ccc(/C=N/c3ncn[nH]3)o2)cc1Cl	-5	-1	2%	0	-5	1.1	1	1.1	.
